# Assay outcomes (PubChem BioAssay)
# AGP1-GFP MLPCN: modulators of TOR pathway AGP1-GFP in S. cerevisiae. S. cerevisiae AGP1-GFP multiplex flow cytometry, 3 h; GFP as percent of DMSO wells. GFP response vs DMSO, % at 10 µM. hit rate 0.02% among 320,000;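 active means GFP response relative to DMSO above a set limit, near screen average plus 3 SD, cut at about 150% in these data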;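 further: median GFP channel fluorescence of the gated AGP1 strain per well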
# MEP2 TOR yeast: yeast TOR pathway MEP2-GFP modulation | GFP response vs DMSO, % at 10 µM | hit rate 0.51% among 330,000 | AID 2016 | S. cerevisiae MEP2-GFP strain, flow cytometry GFP, 3 h; 100% = DMSO control level;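 active means GFP response versus DMSO above a set limit, roughly screen mean plus 3 SD, cut at about 180% in these data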;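 further: median GFP fluorescence of the barcode-gated MEP2-GFP cells per well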
# CIT2-GFP yeast: modulators of TOR pathway CIT2-GFP in S. cerevisiae. S. cerevisiae CIT2-GFP strain, flow cytometry, 3 h; 100 means same as DMSO wells. GFP response vs DMSO, % at 10 µM. AID 2029. hit rate 0.065% among 320,000;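 active means GFP response relative to DMSO above a set limit, near the screen mean plus 3 SD, cut at about 150% in these data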;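 further: ratio of well median GFP fluorescence to mean of DMSO wells on the plate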
# Efflux pump mplx: inhibitors of Candida antifungal efflux pumps expressed in yeast. S. cerevisiae Candida pump triplex, Nile Red efflux. inhibition, % at 10 µM. hit rate 0.44% among 330,000. AID 485275;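 active means plate passing quality check with inhibition over a set limit, or well fluorescence over plate mean plus 4 SD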;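 further: Nile Red retained in pooled yeast measured as flow cytometry median fluorescence; 0% = buffer negative control and 100% = Enniatin B positive control; higher means more Nile Red kept so more efflux inhibition; some compounds called inactive have numbers as strong as hits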
# LAP4 TOR yeast: modulators of TOR pathway LAP4-GFP in S. cerevisiae; S. cerevisiae LAP4-GFP multiplex, flow cytometry GFP, 3 h; median GFP as percent of DMSO wells; GFP response vs DMSO, % at 10 µM; hit rate 0.34% among 320,000; AID 2023;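 active means GFP response vs DMSO above a set limit, about the screen mean plus 3 SD, cut at about 150% in these data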
# CR mimetic SO: lowers age-related superoxide in aged yeast cells; S. cerevisiae aged cells, superoxide DHE fluorescence; active compounds read low; superoxide response (% of plate mean), % at 10 µM; hit rate 0.18% among 330,000; AID 2690;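 active means superoxide response under a set limit, about three screen SD below normal, cut at about 65% in these data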;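 further: yeast aged for seven days with compound at 30 °C before DHE staining; 100% = average MFI of all compound-treated wells on the plate with controls excluded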
# RPL19A TOR yeast: modulators of TOR pathway RPL19A-GFP in S. cerevisiae; S. cerevisiae RPL19A-GFP strain, flow cytometry, 3 h; active compounds read low; hit rate 0.3% among 330,000; percent response vs DMSO, % at 10 µM; AID 2025;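 active means percent response vs DMSO below 50%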;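 further: median channel GFP fluorescence of the barcoded RPL19A-GFP strain; ratio of sample median GFP to plate DMSO average so 100% = DMSO; lower means less RPL19A-GFP as with rapamycin TOR inhibition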
# AHR activator: activates the human aryl hydrocarbon receptor | AHR-responsive luciferase reporter cells, luminescence | P35869 | activation, % at 5 µM | hit rate 2.5% among 320,000; in the data active means activation above about 47%;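 further: 0% = vehicle wells and 100% = reference agonist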
# Target sequence (P35869 whole entry, looked up): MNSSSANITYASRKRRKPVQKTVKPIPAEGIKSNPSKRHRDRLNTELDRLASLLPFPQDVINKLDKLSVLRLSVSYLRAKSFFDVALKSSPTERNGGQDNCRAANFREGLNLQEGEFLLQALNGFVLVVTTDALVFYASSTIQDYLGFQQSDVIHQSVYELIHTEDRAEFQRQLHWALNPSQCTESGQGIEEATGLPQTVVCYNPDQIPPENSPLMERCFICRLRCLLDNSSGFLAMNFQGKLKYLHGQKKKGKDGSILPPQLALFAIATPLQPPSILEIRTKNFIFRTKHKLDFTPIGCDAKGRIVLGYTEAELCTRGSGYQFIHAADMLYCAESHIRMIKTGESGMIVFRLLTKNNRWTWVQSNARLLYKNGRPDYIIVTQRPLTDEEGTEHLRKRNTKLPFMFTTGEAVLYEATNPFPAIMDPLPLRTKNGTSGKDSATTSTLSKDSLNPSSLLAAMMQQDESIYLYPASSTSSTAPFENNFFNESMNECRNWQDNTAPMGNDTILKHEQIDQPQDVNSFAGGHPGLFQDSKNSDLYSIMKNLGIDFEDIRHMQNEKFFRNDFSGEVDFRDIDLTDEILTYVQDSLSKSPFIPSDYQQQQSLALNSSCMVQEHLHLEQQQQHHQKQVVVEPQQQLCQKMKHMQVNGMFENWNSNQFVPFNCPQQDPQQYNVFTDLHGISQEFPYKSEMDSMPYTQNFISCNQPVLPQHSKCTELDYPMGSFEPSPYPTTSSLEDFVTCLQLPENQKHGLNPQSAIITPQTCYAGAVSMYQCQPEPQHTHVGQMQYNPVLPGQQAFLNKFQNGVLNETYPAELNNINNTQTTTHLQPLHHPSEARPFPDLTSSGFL
# * marks the source's active call; other numbers are inactive results; . = not tested or not shown. Rows are unselected; 3.9% or so of the library scored in one or more.
SMILES,AGP1-GFP MLPCN,MEP2 TOR yeast,CIT2-GFP yeast,Efflux pump mplx,LAP4 TOR yeast,CR mimetic SO,RPL19A TOR yeast,AHR activator
Cc1ccc(-n2nnnc2SCC(=O)c2cc(C)n(CC3CCCO3)c2C)cc1 (configuration not stated),93,89,91,0.2,93,91,93,0
Cc1ccc(-c2cc(-c3ccccc3)nc(N(C)N)n2)cc1,84,100,94,0.0,96,105,94,39
COCC[N+]1(C)CCCCC1,98,97,110,-0.2,94,69,96,1
O=C1CCCC(O)=C1N=Nc1cccc(S(=O)(=O)N2CCOCC2)c1,100,97,106,-0.1,98,103,96,1
COC(=O)c1[nH]c2ccc(Cl)cc2c1NC(=O)CCN1CCN(C2CCCCC2)CC1,105,99,96,0.0,109,109,95,7
CC(=O)Nc1nc(C)c(Cc2ccccc2)c(=O)[nH]1,86,93,88,0.3,89,75,94,8
Cc1nnc(SCC(=O)N(C)C2CCCCC2)n1C,104,102,106,0.1,109,105,102,-1
COc1ccccc1NC(=O)CCCC(=O)OCC(=O)c1ccc(F)cc1,100,107,99,-0.1,101,106,103,0
COC(=O)C1(Cc2cc(-c3cccc(Br)c3)no2)CCN(C(=O)OC(C)(C)C)CC1,83,95,72,-0.2,111,87,96,8
CCc1csc(CCNC(=O)C2CCC(=O)N(CCOC)C2)n1 (configuration not stated),104,101,103,0.1,98,97,101,0
COc1ccccc1NC(=O)CSc1nnc(NC(=O)C2CCC2)s1,98,106,105,0.1,89,114,105,5
COc1ccc2c(c1)OC[C@H]1[C@@H]2N2C(=O)[C@@H](C)NC(=O)[C@@]2(C)[C@H]1c1ccccc1,88,97,86,0.0,91,93,112,1
COC(=O)c1cc(S(=O)(=O)N2CCN(c3ccccc3)CC2)c[nH]1,110,99,115,-0.1,114,102,104,2
COc1ccc(NC(=O)N2CCN(C(=O)C(Cc3ccc(F)cc3)NC(C)=O)CC2)cc1 (configuration not stated),108,105,92,-0.1,114,101,104,2
CN(CC(O)COCc1ccccc1F)C1CCCCC1 (configuration not stated),87,82,87,0.0,85,100,87,-1
COC(CNC(=O)CCc1c(C)nc2c(c(C)nn2-c2ccc(C)cc2)c1C)OC,99,110,97,0.0,93,105,104,.
CCc1cc(=O)oc2cc(C)cc(OC(C)C(=O)NCCCn3ccnc3)c12 (configuration not stated),83,121,112,0.6,94,92,89,6
COc1ccc(-c2cc(=O)oc3cc(O)ccc23)cc1,103,110,101,0.0,94,109,107,13
COc1ccccc1NC(=S)NC(NC(=O)CC(C)C)C(Cl)(Cl)Cl (configuration not stated),95,116,93,-0.1,131,102,91,1
COc1ccc(CCn2c(N)c(C(=O)NCc3ccco3)c3nc4ccccc4nc32)cc1OC,97,100,95,0.0,93,107,102,8
CCCCN(C(=O)COC(=O)CSc1ccc([N+](=O)[O-])cc1)c1c(N)n(CCC)c(=O)[nH]c1=O,99,89,85,0.0,93,97,88,-1
CCCCS(=O)(=O)N1CCCC(C(=O)N2CCOCC2)C1 (configuration not stated),104,116,105,0.0,103,93,104,0
O=C(CC1NCCNC1=O)Nc1cccc([N+](=O)[O-])c1 (configuration not stated),102,93,104,0.0,93,91,97,3
O=C(O)CSCC(=O)N1CCN(c2cc(C(F)(F)F)nc3ccccc23)CC1,99,96,90,0.4,104,109,94,1
S=C(NNC(=S)NC1CC2C=CC1C2)NC1CC2C=CC1C2 (configuration not stated),100,102,94,0.0,95,89,97,10
O=C(c1ccc(F)cc1)c1ccc(CN2C(=O)c3ccccc3C2=O)o1,99,114,96,0.0,111,107,107,-3
Cc1[nH]nc(N)c1-c1ccc(Cl)cc1,108,111,109,0.2,100,101,101,2
Cc1cc(C)cc(N(CC(=O)N2CCOCC2)S(=O)(=O)c2ccccc2)c1,87,92,81,0.1,89,113,100,1
O=C(C1CC2CCC1C2)N1CCN(Cc2ccc3c(c2)OCO3)CC1 (configuration not stated),101,100,104,-0.1,104,87,99,1
Cc1c(N=c2scc(-c3ccccc3)n2CCO)c(=O)n(-c2ccccc2)n1C,88,93,81,0.1,91,103,93,3
Cc1ccnn1CCC(=O)N1CCCC(CCC(=O)N2CCN(c3ccccn3)CC2)C1 (configuration not stated),94,90,91,0.1,108,97,97,1
CC(C)NC(=O)CN1CCN(Cc2nc(-c3cccs3)no2)CC1,106,96,102,0.0,107,100,97,0
C/C(=N\NC(=O)c1csc(C)c1C)c1ccco1,94,96,92,0.0,99,88,92,16
N/C(Cc1ccc([N+](=O)[O-])cc1)=N\OC(=O)c1ccco1,104,100,83,-0.1,115,105,99,4
CCOc1ccc(CC2S/C(=N/N=C/c3ccco3)NC2=O)cc1 (configuration not stated),103,102,98,0.0,107,101,104,2
COc1cccc(CC(C(=O)Nc2cc(C)ccc2C)c2nn[nH]n2)c1OC (configuration not stated),102,100,102,0.1,101,92,98,1
O=C(NCC1CCCO1)c1ccccc1NS(=O)(=O)c1cc([N+](=O)[O-])ccc1Cl (configuration not stated),98,95,98,0.2,91,126,100,-2
O=C(COC(=O)c1ccccn1)Nc1nccs1,101,104,94,0.0,98,104,96,2
CCOc1cc(C(=O)NC2CCCCCCC2)cc(OCC)c1OCC,104,98,96,0.0,109,98,98,2
N#Cc1c(/N=C/c2ccco2)sc2c1CCCCC2,101,103,100,0.0,104,103,100,5
O=C(OCC(=O)N1CCc2ccccc2C1)c1c(F)cccc1Cl,72,96,85,0.2,102,80,94,0
CCOc1ccc(C(=O)Nc2cccc(-c3nc4cccnc4o3)c2)cc1Cl,90,107,109,1.0*,125,125,100,9
O=C(Nc1nncs1)c1cc(-c2ccncc2)nc2ccc(Cl)cc12,101,125,110,-0.1,97,102,103,12
COc1ccc(Cn2c(SCc3ccccc3C)nc3cc(OC)c(OC)cc3c2=N)cc1,92,96,94,0.0,91,114,90,11
Cc1cc(C)c(C)c(S(=O)(=O)NCCN2CCOCC2)c1C,99,105,100,0.1,89,84,101,-1
Cc1ccc(Cn2c(C3CCCN3c3nc(-c4ccc(F)cc4)cs3)nc3cc(Cl)c(Cl)cc32)cc1 (configuration not stated),78,90,.,0.2,107,106,95,18
CCOc1ccc2[nH]c(=O)c(=O)[nH]c2c1,100,105,110,-0.3,100,111,100,8
COC(=O)C1=C(C)NC(C)=C(C(=O)OC)C1C(=O)OCC(=O)N1c2ccccc2CC1C (configuration not stated),107,95,107,0.0,100,82,108,4
COc1ccc(C(=O)NCCS(=O)(=O)N2CCc3ccccc3C2)c(OC)c1,106,95,95,0.0,109,79,105,0
Cc1cc(Cl)ccc1OCCCC(=O)N1CCN(S(=O)(=O)c2ccccc2)CC1,104,100,101,0.1,103,110,99,-6
CC(=O)Nc1ccc(NC(=O)COC(=O)c2c3c(nc4ccccc24)CCN(Cc2ccccc2)C3)cc1,108,106,106,-0.1,95,91,103,6
COc1ccc(CCNC(=O)c2cnc3n(c2=O)CCS3)cc1OC,106,109,105,0.0,105,93,106,7
Cc1ccc(C)c(S(=O)(=O)c2c(C)cc(C)[nH]c2=O)c1,104,105,111,-0.4,95,89,104,3
Cc1ccc(CCCOC(=O)C[N+]2(C)CCOCC2)cc1,107,104,104,-0.1,108,101,107,12
Cc1ccc(-n2ncc3c2CCCC3NC(=O)CSc2ccccn2)cc1C (configuration not stated),99,104,90,-0.1,109,108,101,0
Cc1csc(=O)n1CCC(=O)OCC(=O)Nc1ccc(F)c(F)c1F,102,98,97,-0.1,101,116,99,4
Cn1c(Cc2cccs2)nnc1SCc1nc2ccccc2[nH]1,87,92,88,0.1,89,96,89,11
CCc1cc(C(c2ccncc2)N2CCN(C)CC2)c(NC(=O)c2ccccc2)s1 (configuration not stated),107,106,104,-0.3,103,114,103,15
Cc1ccc(NC(=O)COc2ncnc3cc([N+](=O)[O-])ccc23)cc1S(=O)(=O)N1CCOCC1,100,107,105,0.0,94,97,105,0
Cc1cc(C)c2c(=O)[nH]c(SCC(=O)NCc3ccccc3)nc2n1,92,91,88,-0.5,93,90,91,0

# (listing goes on)
SMILES,AGP1-GFP MLPCN,MEP2 TOR yeast,CIT2-GFP yeast,Efflux pump mplx,LAP4 TOR yeast,CR mimetic SO,RPL19A TOR yeast,AHR activator
COc1ccccc1CNC(=O)C1CCN(S(=O)(=O)N2CCCCC2)CC1,101,101,104,0.1,105,84,101,-1
COc1ccc(C(=O)N/N=C/c2ccccc2OC(=O)c2ccccc2)cc1,101,102,99,0.3,103,96,100,11
Cc1ccc(C)c(CSC2=NCCN2S(=O)(=O)c2ccccc2)c1,109,115,95,-0.1,121,103,106,9
CC(=O)C1=C(O)C(=O)N(Cc2ccccc2)C1c1ccc(Br)cc1 (configuration not stated),93,102,100,-0.1,93,95,102,0
Cc1cc(C)cc(OCCCOc2cccc3cccnc23)c1,84,96,76,0.2,118,102,95,27
CCC(C)(C)NC(=O)C(c1cccn1C)N(Cc1ccc(OC)cc1)C(=O)Cn1nnc2ccccc21 (configuration not stated),108,113,104,0.1,106,92,109,9
Cc1nn(-c2ccccc2)c(C)c1/C=N/N1CCN(c2ccccn2)CC1,104,91,92,-0.2,108,97,95,0
Cc1ccc2c(CN3CCCCC3C)cc(=O)oc2c1 (configuration not stated),93,112,98,0.0,93,100,100,1
Cc1ccc(C)c(C(=O)COC(=O)c2ccc(Br)o2)c1,102,110,109,-0.2,107,99,102,-2
COc1ccc(C)cc1NC(=O)c1ccc2c(O)c(S(=O)(=O)c3ccccc3)c(=O)[nH]c2c1,98,98,103,0.1,87,87,93,0
C=CCn1c(SCC)nc(O)cc1=O,106,101,99,0.0,102,96,99,-3
COc1ccc2cc(-c3cccnc3)ncc2c1,88,92,90,-0.1,96,100,90,-10
Cc1ccc(S(=O)(=O)NCc2cn3c(C)csc3n2)cc1,.,115,116,0.0,107,102,108,-2
O=[N+]([O-])c1ccc(N2CCc3ccccc3C2)nc1,85,123,113,0.6*,100,102,108,-3
NC(=O)Cn1c(=O)n(Cc2ccccc2)c(=O)c2cccnc21,94,105,97,-0.1,95,94,102,0
CCOC(=O)c1ccc(N2C(=O)C(O)=C(C(C)=O)C2c2ccc(O)c(OC)c2)cc1 (configuration not stated),112,123,115,-0.2,116,91,109,0
O=C(Nc1ccc(Cl)cc1)c1nc[nH]c1C(=O)N1CCN(c2ccccc2)CC1,95,102,92,-0.2,115,106,97,-1
COc1ccc(OCc2ccc(/C=N\NC(=O)c3sccc3C)o2)cc1,94,102,91,-0.2,66,90,106,.
Cc1nn(-c2ccc(F)cc2)c(Cl)c1C(=O)N(C)CC(=O)Nc1cccc(F)c1,111,99,107,-0.2,108,89,98,1
COc1ccccc1N=Nc1c(C)[nH][nH]c1=O,82,108,91,-0.1,103,97,97,-1
O=C(NC1CCCCC1)Oc1cccc2ccccc12,101,100,101,0.0,96,108,94,4
C=CCc1c(C)nc2c(C)cccc2c1SC(=N)N,106,101,99,-0.1,119,86,99,0
CC(C)n1nc(C(=O)OCn2nnc3ccccc3c2=O)c2ccccc2c1=O,108,105,106,0.2,100,106,104,0

# Sorted by molecular weight (ascending): three of the compounds above
SMILES,AGP1-GFP MLPCN,MEP2 TOR yeast,CIT2-GFP yeast,Efflux pump mplx,LAP4 TOR yeast,CR mimetic SO,RPL19A TOR yeast,AHR activator
Cc1cc(C)cc(OCCCOc2cccc3cccnc23)c1,84,96,76,0.2,118,102,95,27
COc1ccc(C(=O)N/N=C/c2ccccc2OC(=O)c2ccccc2)cc1,101,102,99,0.3,103,96,100,11
CCOC(=O)c1ccc(N2C(=O)C(O)=C(C(C)=O)C2c2ccc(O)c(OC)c2)cc1 (configuration not stated),112,123,115,-0.2,116,91,109,0
